Screening results deposited in PubChem by National Center for Advancing Translational Sciences (NCATS).
USP1 inh – Inhibitors of USP1/UAF1: Primary Screen; Ubiquitin carboxyl-terminal hydrolase 1 (Homo sapiens), O94782; recombinant USP1/UAF1, Ub-Rhodamine cleavage fluorescence; actives 0.23% (n = 390,000); Potency, µM (highest dose often 57.1 µM), for the others: at the highest dose activity change, negative = inhibition, actives largely listed as inhibitors; AID 743255, 2014; also: potency is read from the fitted curve at half-maximal effect; % is scaled to controls: 0 for no effect and ±100 for the full control effect; nearly all actives have a fitted effect of over 60% in size; inactives centre near -12
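USP1/UAF1 complex at 1 nM was preincubated with compound for 15 min at room temperature, then Ub-Rho substrate (150nM final) was added. Fluorescence (480/540 nm) was read kinetically, 6 reads every 60 seconds.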
TrxR1 substrate – qHTS Assay for Substrates of Mammalian Selenoprotein Thioredoxin Reductase 1 (TrxR1): qHTS. purified TrxR1 substrate turnover, NADPH consumption readout. Potency, µM (top dose mostly 114 µM), without a hit: at the top dose activity change, negative = substrate turnover. actives 0.01% (n = 390,000); also: potency is read from the fitted curve at half-maximal effect; % is scaled to controls: 0 for no effect and ±100 for the full control effect; nearly all actives have a fitted effect of over 50% in size
Target sequence (O89049 whole entry, looked up): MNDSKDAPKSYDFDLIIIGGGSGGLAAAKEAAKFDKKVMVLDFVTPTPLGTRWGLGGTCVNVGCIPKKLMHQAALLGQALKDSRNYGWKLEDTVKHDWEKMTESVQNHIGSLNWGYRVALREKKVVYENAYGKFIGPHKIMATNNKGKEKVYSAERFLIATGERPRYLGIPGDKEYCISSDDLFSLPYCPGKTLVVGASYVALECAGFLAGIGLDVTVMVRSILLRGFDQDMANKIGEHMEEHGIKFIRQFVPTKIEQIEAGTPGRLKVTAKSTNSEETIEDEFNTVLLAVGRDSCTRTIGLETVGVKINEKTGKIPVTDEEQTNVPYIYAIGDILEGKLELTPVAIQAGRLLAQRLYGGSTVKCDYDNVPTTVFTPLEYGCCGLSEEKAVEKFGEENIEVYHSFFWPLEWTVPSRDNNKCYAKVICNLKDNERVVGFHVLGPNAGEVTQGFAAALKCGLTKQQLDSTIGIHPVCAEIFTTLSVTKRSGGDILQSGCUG
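Rat TrxR1, dispensed at 90 nM, was prereduced with 400 uM NADPH (final) for 5 min at ~22 deg C, then incubated with compound 15 min before 400 uM selenite. A first-read NADPH fluorescence drop versus no-compound background flagged substrates.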
TrxR1 inh – qHTS Assay for Inhibitors of Mammalian Selenoprotein Thioredoxin Reductase 1 (TrxR1): qHTS; Thioredoxin reductase 1, cytoplasmic (Rattus norvegicus), O89049; recombinant rTrxR1, NADPH fluorescence consumption, selenite substrate; Potency, µM (top dose mostly 114 µM), without a hit: top-dose activity change, negative = inhibition, usual class: inhibitors; actives 1% (n = 390,000); AID 588453, 2011; also: potency is read from the fitted curve at half-maximal effect; % is scaled to controls: 0 for no effect and ±100 for the full control effect; nearly all actives have a fitted effect of over 65% in size
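Rat TrxR1 (90 nM in the dispensed reagent) was pre-reduced with 400 uM NADPH for 5 min at room temperature, then incubated with compound for 15 min. After 400 uM selenite was added, NADPH fluorescence (Ex 340/Em 450 nm) was followed for 8 min.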
GRP78 ERSR act – qHTS for Inducers of the Endoplasmic Reticulum Stress Response (ERSR) in Human Glioma: qHTS. U87-MG GRP78 promoter luciferase reporter, 16 h. Potency, µM, inactives show top-dose activation, hits mostly activators. actives 0.02% (n = 420,000); also: potency is read from the fitted curve at half-maximal effect; series mostly up to about 76 µM; % of control where 0% means no effect; nearly all actives have a fitted effect of over 35% in size
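Stably transfected U87-MG glioma cells carrying a GRP78-based luciferase sensor; 16 h compound incubation. Luminescence end-point read 10 min after Bright-Glo addition at room temperature.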
RGS4 inhibitor – Inhibitors of Regulator of G Protein Signaling (RGS) 4: qHTS | Regulator of G-protein signaling 4 (Homo sapiens), P49798 | Transcreener GDP fluorescence polarization, RGS4-accelerated GTP hydrolysis | Potency, µM (series often up to 114 µM), inactives show top-dose activity change, negative = inhibition, usual class: inhibitors | actives 0.039% (n = 390,000) | AID 504845, 2011; also: potency is read from the fitted curve at half-maximal effect; % is scaled to controls: 0 for no effect and ±100 for the full control effect; nearly all actives have a fitted effect of over 75% in size; some results filed as inactive show a strong effect at the top dose
Target sequence (P49798 whole entry, looked up): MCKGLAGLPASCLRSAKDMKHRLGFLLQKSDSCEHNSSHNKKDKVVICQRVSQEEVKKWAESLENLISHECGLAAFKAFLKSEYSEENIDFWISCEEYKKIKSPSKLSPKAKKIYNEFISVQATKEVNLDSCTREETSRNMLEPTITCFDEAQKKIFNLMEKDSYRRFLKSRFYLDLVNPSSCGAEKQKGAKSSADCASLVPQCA
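MLSMR compounds (23 nl, pin-transferred) preincubated 10 min at room temperature with a 500nM (2x) first reagent, then RGS4 at 900nM (2x) plus Transcreener GDP mix added; fluorescence polarization (620/688 nm) read before and after 90 min at 30 °C.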
LDHA inh – qHTS assay for inhibitors of human lactate dehydrogenase; L-lactate dehydrogenase A chain (Homo sapiens), P00338; purified LDHA, NADH/diaphorase-resazurin fluorescence; stronger effect = lower value; activity change, % (values are at about 110 or 230 µM); actives 0.15% (n = 480,000); in the data active = activity change below about -30%; inconclusive = mostly about -25% to -30%;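 also: plate controls were DMSO wells for no effect and wells without enzyme for full effect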
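Remaining NADH was detected by diaphorase (0.133 mg/mL) converting 37 µM resazurin to fluorescent resorufin, read at 0 and 20 minutes. The preceding 5-minute room-temperature reaction used 2 nM LDHA, 0.2 mM sodium pyruvate and 0.06 mM NADH at pH 7.4.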
Vif-APOBEC3G blk – qHTS for Inhibitors of Vif-A3G Interactions: qHTS | Potency, µM (highest dose often 46.1 µM), without a hit: top-dose activity, negative = active, usual class: inhibitors | DNA dC->dU-editing enzyme APOBEC-3G (Homo sapiens), Q9HC16 | AID 602310, 2012 | actives 0.076% (n = 410,000) | HeLa A3G-eYFP + Vif (tagged APOBEC3G with the HIV-1 protein that degrades it), YFP fluorescence, overnight;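 also: potency is read from the fitted curve at half-maximal effect; % is scaled to controls: 0 for no effect and ±100 for the full control effect; nearly all actives have a fitted effect of over 60% in size; hits raise eYFP signal because A3G escapes Vif-driven loss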
Target sequence (Q9HC16 whole entry, looked up): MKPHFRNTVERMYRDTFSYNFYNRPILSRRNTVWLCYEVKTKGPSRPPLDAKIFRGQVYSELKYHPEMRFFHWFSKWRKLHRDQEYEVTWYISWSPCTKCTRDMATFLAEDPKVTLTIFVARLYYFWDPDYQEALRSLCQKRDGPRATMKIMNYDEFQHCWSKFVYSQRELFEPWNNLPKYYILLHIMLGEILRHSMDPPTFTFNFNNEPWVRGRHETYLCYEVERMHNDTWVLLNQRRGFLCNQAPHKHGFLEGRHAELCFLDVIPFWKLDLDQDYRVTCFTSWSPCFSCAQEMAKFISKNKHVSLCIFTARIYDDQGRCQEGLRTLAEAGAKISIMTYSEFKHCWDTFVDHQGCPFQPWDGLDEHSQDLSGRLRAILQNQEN
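Read-out is eYFP fluorescence (Ex 488/Em 500-530) from Vif-expressing HeLa A3G-eYFP cells; more signal means A3G escaped Vif-mediated degradation. Cells plated overnight, compound pinned in, incubated overnight at 37 deg C.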
Vif-A3F inh – qHTS for Inhibitors of Vif-A3F Interactions: qHTS. HeLa A3F-eYFP + Vif (tagged APOBEC3F with the HIV-1 protein that degrades it), YFP fluorescence increase. Potency, µM (top dose mostly 46.1 µM), without a hit: at the highest dose activity, negative = active. actives 0.2% (n = 390,000). AID 602313, 2012; also: potency is read from the fitted curve at half-maximal effect; % of control where 0% means no effect; nearly all actives have a fitted effect of over 65% in size
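Fluorescence increase (Ex 488/Em 500-530) after overnight compound treatment at 37 deg C flags inhibition of Vif-driven A3F-eYFP loss in stable HeLa A3F-eYFP/Vif cells seeded overnight beforehand.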
IDH1 R132H inh – qHTS for Inhibitors of mutant isocitrate dehydrogenase 1 (IDH1): qHTS | AID 602179, 2012 | Potency, µM (top dose mostly 76.6 µM), for the others: at the top dose activity change, negative = inhibition, actives largely listed as inhibitors | actives 0.093% (n = 390,000) | IDH1-R132H enzyme, NADPH consumption, diaphorase/resazurin fluorescence | Isocitrate dehydrogenase [NADP] cytoplasmic (Homo sapiens), O75874; also: potency is read from the fitted curve at half-maximal effect; % is scaled to controls: 0 for no effect and ±100 for the full control effect; nearly all actives have a fitted effect of over 65% in size
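IDH1-R132H (0.5 ug/mL) preincubated 30 min with compound, then NADPH (0.016 mM) and alpha-KG (2 mM) added; 80 min at RT, pH 7.5. Remaining NADPH coupled via diaphorase/resazurin to fluorescence (540/590 nm); concentration-response curves normalized to no-enzyme control.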
Numbers without * were called inactive; ? = inconclusive; · = not tested or not shown; [ ] = dose if it differs, or a comment. Unless noted, calls follow the shape of the dose curve; as a rule, active = well fitted curve in the direction sought with a large enough effect; inconclusive = small, poorly fitted or top-dose-only effect, or another doubt; inactive = no such curve, though single readings can be large; an effect the other way counts as inactive or inconclusive.

no. | compound | LDHA inh | USP1 inh | Vif-A3F inh | Vif-APOBEC3G blk | IDH1 R132H inh | TrxR1 substrate | GRP78 ERSR act | TrxR1 inh | RGS4 inhibitor
1 | COc1ccc(NC(=O)CC2C(=O)N(C)C(=S)N2CCc2ccccc2F)cc1 (stereo not given) | 1 | -7% | -4% | -2% | 3% | 5%[57.1 µM] | -5% | 27%[57.1 µM] | -33%
2 | c1ccc(-c2nc(N3CCOCC3)sc2-c2ccccc2)cc1 | 1 | -5% | -7% | -6% | -6% | -4%[57.1 µM] | 9% | -15%[57.1 µM] | 1%
3 | COc1cccc(C(=O)N(Cc2cccs2)C2CCS(=O)(=O)C2)c1 (stereo not given) | -5 | -14% | -9% | 0% | 10% | -2%[57.1 µM] | -1% | -1%[57.1 µM] | -22%
4 | Cc1cc(C)nc(NNS(=O)(=O)c2ccc(F)c(Cl)c2)n1 | 14 | -9% | 0% | -1% | 9% | 2% | -1% | 17% | ?
5 | COc1cc(C(=O)OCC(=O)NC2CCCC2)cc(OC)c1OC | 2 | 0% | -3% | -5% | 5% | -9% | -2% | ? | -22%[56.9 µM]
6 | Cc1ccc(S(=O)(=O)/N=C2\CN(C)C(=O)N2C)cc1 | 0 | -17% | -3% | -1% | 6% | -1% | -1% | 2% | -17%
7 | COc1ccc(CNC(=O)c2ccc(S(=O)(=O)N3CCOCC3)cc2)cc1 | -9 | -23% | 7% | 0% | -3% | 1% | -3% | 14% | -6%
8 | CCc1noc(C)c1C(=O)Nc1nc2c(C)cccc2s1 | -5 | -19% | 1% | 1% | 14% | 2%[57.1 µM] | 3% | 8%[57.1 µM] | 1%
9 | CCN1CCc2nc(NC(=O)C(c3ccccc3)c3ccccc3)sc2C1 | 1 | 0% | 0% | -6% | 5% | 5% | -4% | 22% | 3%
10 | O=C(c1ccc2c(c1)N(Cc1ccccc1)C(=O)c1ccccc1S2(=O)=O)N1CCc2ccccc21 | -6 | 1% | · | · | · | 5% | · | 26% | 8%
11 | COc1ccc(NC(=S)NC(=O)Cc2ccccc2)c(OC)c1 | -11 | -2% | 3% | -1% | 0% | -2% | 5% | ? | -22%
12 | O=C(NCc1ccc(-n2cccc2)cc1)c1cccc(F)c1 | -2 | -24% | 0% | -11% | -3% | -8% | -4% | -5% | 8%
13 | O=S(=O)(NCc1ccccc1)c1cccc2cccnc12 | 1 | -10% | -13% | 1% | 8% | -15% | -4% | -15% | -9%
14 | CCOc1ccc(NS(=O)(=O)c2cc(C)c(C)cc2C)cc1 | -1 | -27% | 0% | -4% | 5% | -7% | ? | 26% | -4%[56.9 µM]
15 | Cc1cc(C(=O)Nc2ccon2)ccc1[N+](=O)[O-] | -13 | 9% | 6% | 0% | 3% | 6%[57.1 µM] | -7% | 25%[57.1 µM] | -9%
16 | Cc1cc2cc(CNC(=O)c3ccc4c(c3)OCO4)ccc2n1C | -3 | -11% | -5% | -8% | 13% | 9% | -3% | 12% | -13%
17 | CCCCOc1ccc(NC(=O)Cn2c(=O)ccc3c(C)cc(C)nc32)cc1 | -8 | -13% | -5% | 1% | -16% | 13% | -6% | -3% | -8%
18 | C=CCN1C(=O)C(Cc2ccc(OC)cc2)SC1=Nc1ccc(C(=O)O)cc1 (stereo not given) | -2 | -22% | 1% | -6% | 1% | 4% | -1% | 14% | -10%
19 | COc1cccc(C(=O)Nc2ccc3c(C)cc(=O)oc3c2)c1 | -1 | -20% | 1% | 0% | 0% | 19% | -4% | 18% | -53%
20 | CC(C)N1CCN(C2CSCCSC2)CC1CCO (stereo not given) | -5 | -19% | 4% | 1% | 8% | 4% | -3% | 8% | -11%
21 | O=C(OC1CCc2ccccc2C1=O)c1ccccc1O (stereo not given) | 11 | -20% | -1% | -9% | 11% | -3%[57.1 µM] | 1% | 8%[57.1 µM] | -4%[11.4 µM]
22 | COCCNC(=O)CCCn1c(SCC(=O)Nc2cccc(C)c2)nc2c(sc3ccccc32)c1=O | -3 | -8% | 4% | -5% | -8% | 13% | -3% | 15% | -30%
23 | OCC[C@H]1C[C@@H](O)[C@H](O)[C@@]2(OCc3ccccc32)O1 | 0 | 7% | 5% | -3% | -13% | -2% | 0% | 5% | 12%
24 | CCSc1nc(C2CC2)cc(-c2ccco2)c1C#N | -3 | -10% | 4% | -1% | 3% | -13% | 0% | 19%[57.1 µM] | ?

An excerpt of these results, with values under each structure:
Screens in order – LDHA inh | USP1 inh | Vif-A3F inh | Vif-APOBEC3G blk | IDH1 R132H inh | TrxR1 substrate | GRP78 ERSR act | TrxR1 inh | RGS4 inhibitor
#14 CCOc1ccc(NS(=O)(=O)c2cc(C)c(C)cc2C)cc1
    -1 | -27% | 0% | -4% | 5% | -7% | ? | 26% | -4%[56.9 µM]
#15 Cc1cc(C(=O)Nc2ccon2)ccc1[N+](=O)[O-]
    -13 | 9% | 6% | 0% | 3% | 6%[57.1 µM] | -7% | 25%[57.1 µM] | -9%
#16 Cc1cc2cc(CNC(=O)c3ccc4c(c3)OCO4)ccc2n1C
    -3 | -11% | -5% | -8% | 13% | 9% | -3% | 12% | -13%
#17 CCCCOc1ccc(NC(=O)Cn2c(=O)ccc3c(C)cc(C)nc32)cc1
    -8 | -13% | -5% | 1% | -16% | 13% | -6% | -3% | -8%
#18 C=CCN1C(=O)C(Cc2ccc(OC)cc2)SC1=Nc1ccc(C(=O)O)cc1 (stereo not given)
    -2 | -22% | 1% | -6% | 1% | 4% | -1% | 14% | -10%
#19 COc1cccc(C(=O)Nc2ccc3c(C)cc(=O)oc3c2)c1
    -1 | -20% | 1% | 0% | 0% | 19% | -4% | 18% | -53%

New compounds follow
no. | compound | LDHA inh | USP1 inh | Vif-A3F inh | Vif-APOBEC3G blk | IDH1 R132H inh | TrxR1 substrate | GRP78 ERSR act | TrxR1 inh | RGS4 inhibitor
25 | CC(=O)[C@H]1CC[C@H]2[C@@H]3CC=C4C[C@@H](O)CC[C@]4(C)[C@H]3CC[C@]12C | -8 | -9% | -2% | 1% | 12% | 4%[57.1 µM] | -1% | 13%[57.1 µM] | 16%
26 | Cc1ccc(C(=O)NNC(=O)CSc2nnc3c(n2)[nH]c2ccc(C)cc23)cc1 | -2 | -1% | 5% | -1% | -3% | 1% | -1% | 24% | 18%
27 | O=C(Nc1ccc2c(c1)OCCO2)c1cc2sccc2n1Cc1ccc(F)cc1 | 1 | -19% | -4% | 3% | 10% | 3% | -6% | 1% | -13%
28 | COc1ccc(NC(C)=O)cc1NC(C)C(=O)Nc1ccc(S(=O)(=O)N2CCCCC2)cc1 (stereo not given) | -6 | -8% | 0% | -6% | -8% | -14% | -6% | -7% | 13%
29 | CCN(CC(=O)Nc1ccc(Cl)c(S(=O)(=O)N(C)C)c1)CC(=O)NC(C)C | -2 | -23% | 0% | 1% | 0% | 3%[57.1 µM] | -2% | 20%[57.1 µM] | 4%
30 | COc1ccc(C2C(=O)N(C3CCCCCC3)CC(=O)N2Cc2ccc(C)cc2)cc1 (stereo not given) | 1 | 4% | -8% | -2% | -9% | 1%[57.1 µM] | -3% | 22%[57.1 µM] | 9%
31 | COc1ccc(S(=O)Cc2ccc(C(=O)NC3CC3)o2)cc1 (stereo not given) | -7 | -18% | 9% | 0% | 0% | 2% | 2% | 36%[activator] | -7%
32 | O=C(NC(=S)Nc1ccccc1Br)c1ccco1 | -2 | -4% | ? | -6% | 0% | 1% | 11% | ? | -34%
33 | O=C(Nc1ccc(N2CCOCC2)cc1)c1cccc(-n2cnnc2)c1 | -8 | -4% | -7% | -1% | 1% | -1% | -1% | 4% | 11%
34 | Cc1cc(C(=O)NCCc2ccc(Cl)cc2)c2ccccc2n1 | -8 | -3% | 13% | -3% | -13% | -1%[57.1 µM] | -2% | 10%[57.1 µM] | -3%
35 | Cc1ccccc1-n1cnnc1SCC(=O)N1CCN(c2ccccc2)CC1 | -5 | -2% | 5% | 1% | 7% | -4% | 1% | -2% | -35%
36 | CCN(CC)S(=O)(=O)c1cccc(C(=O)N/N=C/c2ccc(O)c(O)c2O)c1 | 35 | -9% | -2% | -1% | 12% | -21% | -2% | -19% | ?

Some of the compounds tested. The share of hits here may be higher or lower than overall.
